High-throughput results: PubChem, Sanford-Burnham Center for Chemical Genomics
mouse EphA4 binding: EphA4 ligand-binding antagonists – biochemical, colorimetric, mouse EphA4, primary screen (AID 689) | EphA4-AP binding to KYL peptide, pNPP A405; higher % means a stronger effect | hit rate 0.1% among 62,000 | inhibition, % at 10 µM, or IC50 in µM where a hit was titrated; in the data active means a potency from the dose series; inactive means the rest, 99 in 100 with inhibition below about 22%
* hit, by the source's call; & = joins results of further samples. An excerpt; the hit share may differ from the screen's.

SMILES | mouse EphA4 binding
O=C(CN(Cc1ccc(F)cc1)C(=O)CCC(=O)Nc1ccccn1)NCc1ccco1 | -4.7%
CC(=O)Nc1ccccc1OCC(=O)c1ccc2c(c1)OCO2 | -9.9%
CC(NC(=O)c1noc2c1CCCC2)c1ccccc1 (configuration not stated) | -11.0%
COC(=O)c1ccccc1NC(=O)c1ccc(Cl)c([N+](=O)[O-])c1 | -14.9%
COc1ccc(CC(=O)N2CC(C)CC(C)C2)cc1 (configuration not stated) | 0.7%
Cc1cccc(C(=O)NN2C(=O)C3C(c4ccccc4)C=CC(c4ccccc4)C3C2=O)c1 (configuration not stated) | -7.6%
Cc1cc(Nc2ccccc2)n(CCOC(=O)COc2ccccc2)n1 | 13.7%
O=C(O)CN(c1ccc(F)cc1)S(=O)(=O)c1ccc2c(c1)OCCO2 | 2.1%
Cc1onc(-c2c(Cl)cccc2Cl)c1C(=O)NCc1ccncc1 | -10.5%
Cc1cc(N2CCOCC2)ccc1/C=C1\SC(=O)N(C(C)C)C1=O | 0.5%
Cn1c(C(=O)NCCc2ccsc2)cc2c(=O)n(C)c3ccccc3c21 | -10.6%
CCN(CC)C(=S)SCC(=O)c1ccccc1 | -17.6%
CCOC(=O)c1cccc(NC(=O)CN(c2ccc(C)cc2)S(=O)(=O)c2c(C)n[nH]c2C)c1 | -2.7%
CC(=O)Nc1coc2ccc(Br)cc12 | -10.0%
COc1ccccc1-c1noc(CCC(=O)Nc2cccc(C)c2)n1 | 1.1%
CC(=O)C(Sc1nn(C)c(=S)s1)C(=O)Nc1ccccc1 (configuration not stated) | -14.3%
Cc1ccc(C)c(NC(=O)CSc2nnc(CSc3nc(C)cc(C)n3)n2Cc2ccco2)c1 | -21.0%
CN1CCN(C(=O)c2ccccc2NC(=O)c2ccc(Cl)cc2Cl)CC1 | -3.0%
CCOC(=O)c1sc(N)c(C#N)c1CSc1nnc(C2CCCCC2)n1N | -7.7%
Cn1c(=O)[nH]c(=O)c2c1nc(Br)n2CCCO | -13.8%
CCc1ccc(NCCC(=O)c2ccc(Br)cc2)cc1 | -15.6%&3.9%
Cc1sc2nc(CN(C(=O)c3cccs3)C3CCCC3)[nH]c(=O)c2c1C | -0.8%
CCOC(=O)N1CCN(c2c(N3CCC(N4CCCCC4)CC3)c(=O)c2=O)CC1 | -6.6%
CCOC(=O)N1CCN(C(=O)CSCc2ccccc2C)CC1 | -0.5%
Cc1nn(Cc2ccccc2)c(Cl)c1C(=O)OCc1nnc(-c2ccc(Cl)cc2)o1 | 1.4%
c1ccc2c(N3CCCCC3)nc(N3CCCCC3)nc2c1 | 13.4%
O=C(Oc1ccc(NS(=O)(=O)c2ccccc2)cc1)c1ccc(Cl)cc1 | 0.1%
COc1ccc2c(Cl)c(C(=O)N/N=C/c3ccc4c(c3)OCO4)sc2c1 | 2.3%
CCc1nc2ccccc2n1CC(=O)N(C(C)CC)C1CCS(=O)(=O)C1 (configuration not stated) | 1.8%
COc1ccc(Br)cc1C1Nc2ccccc2C(=O)N1NC(=O)c1ccncc1 (configuration not stated) | -7.3%
CCSc1nnc(NC(=O)C(C(F)(F)F)C(F)(F)F)s1 | 4.1µM*
CC1CCCN(C2=NC(=O)/C(=C/c3cn(-c4ccccc4)nc3-c3cccc(S(=O)(=O)N(C)C)c3)S2)C1 (configuration not stated) | -6.4%
Nc1c(C(=O)Nc2ccc(Cl)cc2)oc2ccccc12 | -0.4%
O=C(CSCc1nc2ccccc2[nH]1)N1CCN(c2ccc(F)cc2)CC1 | 4.8%
c1ccc(CCNc2nnnn2-c2ccccc2)cc1 | -3.5%
NC(=O)C1(NC(=O)[C@@H]2CC3(CC(c4cccc(NC(=O)[C@@H]5CCC(=O)N5)c4)=NO3)CN2C(=O)c2ccccc2)CC1 (some centres not stated) | -7.1%

A portion from the list above, as a working copy:
SMILES | mouse EphA4 binding
Cc1cc(Nc2ccccc2)n(CCOC(=O)COc2ccccc2)n1 | 13.7%
O=C(O)CN(c1ccc(F)cc1)S(=O)(=O)c1ccc2c(c1)OCCO2 | 2.1%
Cc1onc(-c2c(Cl)cccc2Cl)c1C(=O)NCc1ccncc1 | -10.5%
Cc1cc(N2CCOCC2)ccc1/C=C1\SC(=O)N(C(C)C)C1=O | 0.5%
Cn1c(C(=O)NCCc2ccsc2)cc2c(=O)n(C)c3ccccc3c21 | -10.6%
CCN(CC)C(=S)SCC(=O)c1ccccc1 | -17.6%
CCOC(=O)c1cccc(NC(=O)CN(c2ccc(C)cc2)S(=O)(=O)c2c(C)n[nH]c2C)c1 | -2.7%
CC(=O)Nc1coc2ccc(Br)cc12 | -10.0%
COc1ccccc1-c1noc(CCC(=O)Nc2cccc(C)c2)n1 | 1.1%
CC(=O)C(Sc1nn(C)c(=S)s1)C(=O)Nc1ccccc1 (configuration not stated) | -14.3%
Cc1ccc(C)c(NC(=O)CSc2nnc(CSc3nc(C)cc(C)n3)n2Cc2ccco2)c1 | -21.0%
CN1CCN(C(=O)c2ccccc2NC(=O)c2ccc(Cl)cc2Cl)CC1 | -3.0%
CCOC(=O)c1sc(N)c(C#N)c1CSc1nnc(C2CCCCC2)n1N | -7.7%
Cn1c(=O)[nH]c(=O)c2c1nc(Br)n2CCCO | -13.8%
CCc1ccc(NCCC(=O)c2ccc(Br)cc2)cc1 | -15.6%&3.9%
Cc1sc2nc(CN(C(=O)c3cccs3)C3CCCC3)[nH]c(=O)c2c1C | -0.8%
CCOC(=O)N1CCN(c2c(N3CCC(N4CCCCC4)CC3)c(=O)c2=O)CC1 | -6.6%
CCOC(=O)N1CCN(C(=O)CSCc2ccccc2C)CC1 | -0.5%
Cc1nn(Cc2ccccc2)c(Cl)c1C(=O)OCc1nnc(-c2ccc(Cl)cc2)o1 | 1.4%
c1ccc2c(N3CCCCC3)nc(N3CCCCC3)nc2c1 | 13.4%
O=C(Oc1ccc(NS(=O)(=O)c2ccccc2)cc1)c1ccc(Cl)cc1 | 0.1%
COc1ccc2c(Cl)c(C(=O)N/N=C/c3ccc4c(c3)OCO4)sc2c1 | 2.3%
CCc1nc2ccccc2n1CC(=O)N(C(C)CC)C1CCS(=O)(=O)C1 (configuration not stated) | 1.8%
COc1ccc(Br)cc1C1Nc2ccccc2C(=O)N1NC(=O)c1ccncc1 (configuration not stated) | -7.3%
CCSc1nnc(NC(=O)C(C(F)(F)F)C(F)(F)F)s1 | 4.1µM*
CC1CCCN(C2=NC(=O)/C(=C/c3cn(-c4ccccc4)nc3-c3cccc(S(=O)(=O)N(C)C)c3)S2)C1 (configuration not stated) | -6.4%
Nc1c(C(=O)Nc2ccc(Cl)cc2)oc2ccccc12 | -0.4%
O=C(CSCc1nc2ccccc2[nH]1)N1CCN(c2ccc(F)cc2)CC1 | 4.8%
c1ccc(CCNc2nnnn2-c2ccccc2)cc1 | -3.5%
NC(=O)C1(NC(=O)[C@@H]2CC3(CC(c4cccc(NC(=O)[C@@H]5CCC(=O)N5)c4)=NO3)CN2C(=O)c2ccccc2)CC1 (some centres not stated) | -7.1%

New compounds follow
SMILES | mouse EphA4 binding
CCOC(=O)c1c(-c2ccc(OC)cc2)csc1NC(=O)CCN1C(=O)c2ccccc2C1=O | -4.8%
O=C(COc1ccc([N+](=O)[O-])cc1)N/N=C/c1ccccn1 | -6.3%
COc1ccc(C2/C(=C(/O)c3ccccc3)C(=O)C(=O)N2c2cccc(OC)c2)cc1 (configuration not stated) | 3.9%
CC(C)Cn1c(N)c(C(=O)COC(=O)C2CCCCC2)c(=O)n(C)c1=O | -5.3%
O=C1CC(SC(=Nc2ccccc2)Nc2ccccc2)C(=O)N1c1cccc(Cl)c1 (configuration not stated) | -5.9%
COc1ccc(-c2nnc3n2N=C(c2cccc(Br)c2)CS3)cc1OC | -35.1%
Cc1cc(C(=O)CSc2nnc(-c3ccco3)o2)c(C)n1CC1COc2ccccc2O1 (configuration not stated) | 4.1%
N#CC1=C(N)SC(N)=C(C#N)C1c1ccnc2ccccc12 | -5.1%
O=c1c2ccccc2[nH]c(=S)n1Cc1cccnc1 | -10.1%
CCNc1sc(C(=O)c2cccs2)c(N)c1-c1nc2ccccc2s1 | 45.4%
O=C(NC(O)C(=O)c1ccccc1)c1cccs1 (configuration not stated) | -26.1%
Cc1ccc(C(=O)CC2(O)C(=O)N(C)c3ccccc32)o1 (configuration not stated) | -9.5%
NS(=O)(=O)c1ccc(NC=C2C(=O)OC3(CCCCC3)OC2=O)cc1 | 6.4%
CCCC(C)NS(=O)(=O)c1cc(Cl)ccc1Cl (configuration not stated) | 9.3%
CCc1nc2c(sc3nc4c(cc32)COC(C)(C)C4)c(=O)n1Cc1ccccc1 | -6.7%
CCSc1nn2c(=O)c3ccccc3nc2s1 | -8.4%
C#CCOc1nc(OCC#C)nc(OCC#C)n1 | 2.6%
O=C1/C(=C/c2ccncc2)SC(=S)N1C1CCS(=O)(=O)C1 (configuration not stated) | -12.9%
Cc1cccc(-n2cnc(C(=O)NC3CCCCCC3)c2)n1 | -1.4%
Cc1nn(C)cc1/C=N/NC(=S)Nc1ccccc1 | -6.4%
CCc1ccc(-c2nc(CN3CCC(C(=O)NCCc4ccc(OC)c(OC)c4)CC3)c(C)o2)cc1 | -0.1%
COc1ccccc1C1=NN(C(=S)Nc2ccccc2)C(c2ccco2)C1 (configuration not stated) | -2.8%
CC(=O)N(Cc1cccnc1)Cc1cc2ccccc2[nH]c1=O | 3.3%
Cc1ccc(C(=O)Nc2ccc(I)cc2)cc1[N+](=O)[O-] | -5.4%
CC1=C(C(=O)Nc2ccccc2)C(c2ccc(C)o2)n2c(s/c(=C/c3ccccc3)c2=O)=N1 (configuration not stated) | -2.9%
COc1ccc(NC(=O)c2ccc(-n3cccn3)nc2)c(OC)c1 | -6.1%
O=C(CSCC(=O)Nc1ccccc1-c1ccccc1)Nc1ccccc1 | 12.5%
O=C(CCc1ccc(S(=O)(=O)N2CCOCC2)cc1)Nc1nccs1 | -7.7%
C=CCN(Cc1cccc(OC)c1OC)S(=O)(=O)N(C)C | -1.2%
COc1ccc(N2CCN(C(=O)CCCn3c(=O)[nH]c4ccsc4c3=O)CC2)cc1 | -1.1%
Cc1cccc(C(=O)Nc2nc3ccc(Br)cc3s2)c1 | -1.7%
Cc1ncsc1C(=O)NCc1ccc(N2CCCC2=O)cc1 | 2.7%
Clc1ccccc1-c1nnc2sc(-c3cccs3)nn12 | -10.3%
Cc1ccsc1C=C1C(=O)c2ccccc2C1=O | -7.4%
Cc1ccc(C(c2nnnn2C2CCCCC2)N2CCN3CCCC3C2)cc1 (configuration not stated) | -16.1%
Cc1nc2scc(-c3ccccc3)c2c(=O)n1/N=C/c1ccco1 | -7.2%
CCN1C(=O)/C(=C/N(C)C)c2ccccc21 | -19.1%
Cn1ccnc1SCC(=O)NC12CC3CC(CC(C3)C1)C2 | 3.0%
O=C(NCc1ccc(Cl)cc1)c1cnn2c(C(F)(F)F)cc(-c3ccco3)nc12 | -13.7%
Cc1nc(S(=O)(=O)NC2CCCCC2)c(C#N)c(C)c1Cl | -0.9%
COc1ccc(C)cc1NC(=O)CSc1nnc(COc2ccc(Cl)cc2)n1Cc1ccco1 | 7.0%
COC(=O)c1ccc(COC(=O)C23CC4CC(CC(O)(C4)C2)C3)o1 | -5.0%
CCOC(=O)CNC(=O)CNC(=O)Cn1ccc2ccccc2c1=O | 3.7%
CC(COCCc1nnc(NC(=O)c2ccccc2)s1)OCCc1nnc(NC(=O)c2ccccc2)s1 (configuration not stated) | 2.5%
CCCCNC(=O)C1CCN(C/C(C)=C/c2ccccc2)CC1 | -0.2%
COc1ccc(-c2nnn(CC(=O)N(CC(=O)NC3CCCC3)Cc3cccs3)n2)cc1OC | -23.7%
COc1cc(C(=O)N2c3ccccc3CC2C)cc(OC)c1OC (configuration not stated) | 4.6%
COc1ccc(/C=N/NC(=O)C(=O)NCc2cccnc2)cc1OC | -8.5%

The closing two entries of the part above are carried over, then new ones follow:
SMILES | mouse EphA4 binding
COc1cc(C(=O)N2c3ccccc3CC2C)cc(OC)c1OC (configuration not stated) | 4.6%
COc1ccc(/C=N/NC(=O)C(=O)NCc2cccnc2)cc1OC | -8.5%
CCn1cc(C2=NOC(C(=O)Nc3cc(OC)c(Cl)cc3OC)C2)c(C)n1 (configuration not stated) | 10.6%
Cc1nc(NC(=O)C2CC2)sc1C(=O)N1CCCCC1 | 0.9%
Cc1cc2nnc(SCC(=O)N3CCN(c4ccccc4)CC3)n2c(N)n1 | -23.5%
O=C(Nc1ccccc1Cl)c1cccc(NC(=O)C2C3CC4OC(=O)C2C4C3)c1 (configuration not stated) | -20.4%
COc1cc(CNC(C)(C)CO)ccc1OCC(=O)Nc1ccc(Br)cc1 | -20.0%
CCOC(=O)C1Cc2ccccc2C(=O)O1 (configuration not stated) | 6.2%
CNC(=O)COC(=O)c1cc2c(C)nn(-c3ccc(F)cc3)c2s1 | -3.6%
COc1ccccc1-n1c(SCC(=O)NC2CCCC2)nc2cccnc21 | -38.1%
O=C1CN(C(=O)COC(=O)c2oc3ccccc3c2COc2ccccc2)c2ccccc2N1 | -4.1%
CCC1CCCCN1C(=O)CSc1nnc(CNC(=O)c2ccco2)o1 (configuration not stated) | -3.0%
CCn1c(=O)cc(OCC(=O)N2CCCC2)c2ccccc21 | -2.3%
O=C(CN1CCN(c2ccccn2)CC1)Nc1ccc(Cl)c(C(F)(F)F)c1 | -17.0%
Cc1ccc(N2C(=O)CC(NC3CCCC(C)C3C)C2=O)cc1 (configuration not stated) | 4.5%
CC(C)CC(=O)Nc1ccccc1-c1nnn(CC(=O)N2CCc3ccccc3C2)n1 | -19.1%
Cc1cc(=O)[nH]c(SCn2nnc3ccccc3c2=O)n1 | -30.9%
O=c1cccc(-c2ccccc2)[nH]1 | -7.3%
CCCn1c2c(c(O)c(C(=O)Nc3ncccc3C)c1=O)CCCC2 | -2.5%
CCOC(=O)c1cc2n(c1C)-c1ccccc1C2=O | -5.2%
O=C(OCC(=O)N1CCCc2ccccc21)c1ccc(Br)o1 | -3.2%
COc1ccccc1N1CCN(CC(=O)Nc2ccc(C)c(F)c2)CC1 | 3.4%
Cc1ccc(NCCC(=O)c2ccc(Cl)cc2)cc1 | -8.4%&-24.3%
